Pol beta inh: qHTS Assay for Inhibitors of DNA Polymerase Beta; hit rate 1.3% among 340,000; P06746; AID 485314, 2010; Potency, µM (highest dose often 114 µM), without a hit: top-dose activity change, negative = inhibition, usual class: inhibitors; Pol beta primer extension/strand displacement, fluorescence kinetic; further: on the % scale 0 is the no-effect control and ±100 the full control effect
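Pol beta (10 nM) was preincubated with compound for 15 min at room temperature. The reaction was then started with 50 nM substrate and read immediately and after a further 10 min at room temperature.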
POLI inh: qHTS for Inhibitors of Polymerase Iota; Pol iota fluorescent replication assay, 10 min; Potency, µM (highest dose often 115 µM), without a hit: at the highest dose activity, negative = inhibition, usual class: inhibitors; hit rate 1% among 390,000; AID 588590, 2011
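Fluorescent replication assay read twice, at 0 min and 10 min after adding 50 nM (final) substrate. Enzyme (10 nM) and compounds were first incubated 15 min at room temperature; enzyme-free buffer wells were negative controls.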
Pol eta inh: qHTS for Inhibitors of Polymerase Eta; DNA polymerase eta (Homo sapiens), Q9Y253; recombinant Pol eta, fluorescent DNA replication assay; Potency, µM (top dose mostly 114 µM), for inactives: at the top dose activity change, negative = inhibition, usual class: inhibitors; hit rate 1.2% among 390,000; AID 588591, 2011; further: on the % scale 0 is the no-effect control and ±100 the full control effect
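Pol eta at 10 nM preincubated with compounds 15 min at room temperature; reaction started with fluorescent substrate (50 nM final) and read kinetically at 0 and 10 min.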
BLM helicase inh: qHTS Assay for Inhibitors of Bloom's syndrome helicase (BLM) | hit rate 0.2% among 350,000 | AID 2528, 2010 | Potency, µM (top dose mostly 56.1 µM), for inactives: top-dose activity change, negative = inhibition, most hits filed as inhibitors | recombinant BLM DNA unwinding, fluorescence dequenching;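 further: plate controls were vehicle for no effect and no enzyme for full effect; nearly all actives have a fitted effect of over 35% in size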
JMJD2A Tudor: qHTS Assay for Inhibitors of JMJD2A-Tudor Domain; Lysine-specific demethylase 4A (Homo sapiens), O75164; AlphaScreen JMJD2A-Tudor / H3K4me3 peptide binding; Potency, µM (series often up to 114 µM), for the others: at the top dose activity change, negative = inhibition, hits mostly inhibitors; hit rate 4.4% among 390,000; AID 504339, 2011; further: on the % scale 0 is the no-effect control and ±100 the full control effect; nearly all actives have a fitted effect of over 50% in size
BAZ2B block: qHTS Assay for Inhibitors of BAZ2B | AlphaScreen BAZ2B-H3K14Ac peptide displacement | Potency, µM (highest dose often 114 µM), inactives show at the highest dose activity change, negative = inhibition, hits mostly inhibitors | AID 504333, 2011 | hit rate 4.4% among 360,000 | Bromodomain adjacent to zinc finger domain protein 2B (Homo sapiens), Q9UIF8; further: on the % scale 0 is the no-effect control and ±100 the full control effect; nearly all actives have a fitted effect of over 60% in size
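Inhibition is scored as reduced AlphaScreen emission. The BAZ2B/b-H3(5-23)K14Ac complex (50 nM each) in PBS pH 7.4, 0.01% Tween-20 meets compound (up to 110 uM) for 30 min at RT before bead addition.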
G9a block: qHTS Assay for Inhibitors of Histone Lysine Methyltransferase G9a | Histone-lysine N-methyltransferase EHMT2 (Homo sapiens), Q96KQ7 | G9a H3K9 monomethylation, AlphaScreen, 2 h | Potency, µM (top dose mostly 102 µM), inactives show at the highest dose activity, negative = inhibition, usual class: inhibitors | hit rate 8.8% among 350,000 | AID 504332, 2011; further: on the % scale 0 is the no-effect control and ±100 the full control effect; nearly all actives have a fitted effect of over 75% in size
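Enzyme 20 nM + cpd, 15 min RT; add b-H3K9 pep 500 nM / SAM 20 uM; 2 h RT; anti-H3K9me1 Ab 0.5 ug/mL + SA donor / anti-rabbit acceptor beads 20 ug/mL each, 10 min; AlphaScreen read.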
APEX1 inh: qHTS Assay for Inhibitors of the Human Apurinic/apyrimidinic Endonuclease 1 (APE1) | DNA repair nuclease/redox regulator APEX1 (Homo sapiens), P27695 | recombinant APE1, TAMRA/BHQ-2 abasic DNA cleavage fluorescence | Potency, µM (top dose mostly 65.8 µM), inactives show at the top dose activity change, negative = inhibition, usual class: inhibitors | hit rate 0.35% among 350,000;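 further: plate controls were vehicle for no effect and reference inhibitor for full effect; nearly all actives have a fitted effect of over 55% in size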
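Activity was derived from the fluorescence gain between first and third kinetic reads (60 s intervals, ex 525/em 598 nm) after 50 nM THF-abasic TAMRA/BHQ-2 duplex was added to 0.75 nM APE1 preincubated 15 min with compound.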
Pol kappa inh: qHTS for Inhibitors of Polymerase Kappa; Potency, µM (doses to about 107 µM), inactives show at the highest dose activity, negative = inhibition, most hits filed as inhibitors; AID 588579, 2011; hit rate 0.53% among 400,000; purified Pol kappa, fluorescent DNA synthesis assay, 10 min; DNA polymerase kappa (Homo sapiens), Q9UBT6; further: on the % scale 0 is the no-effect control and ±100 the full control effect
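Pol kappa 10 nM + cpd, 15 min RT; start w/ substrate 50 nM final; fluorescence kinetic read, 0 and 10 min. Neg ctrl: buffer, no enzyme.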
Numbers without * were called inactive; ? = inconclusive; · = no result given; & = joins results of further samples; [ ] = another dose, or the depositor's remark. The call rests on the fitted dose curve; in most records, active means well fitted curve in the direction sought with a large enough effect; inconclusive means small, poorly fitted or top-dose-only effect, or another doubt; inactive means no such curve, though single readings can be large; an effect the other way counts as inactive or inconclusive. Potency means the concentration at half of the fitted maximal effect. Some of the compounds tested; count on the stated rates, not on these rows.

entry	Pol beta inh	POLI inh	Pol eta inh	BLM helicase inh	JMJD2A Tudor	BAZ2B block	G9a block	APEX1 inh	Pol kappa inh	SMILES
1	60%	37%[activator]	-16%	-7%	-18%	7%	37%[activator]	-2%	-6%	COc1ccc(S(=O)(=O)N2CCCC(C(=O)NCCN3CCOCC3)C2)cc1C (stereo not given)
2	·	0%	-10%	·	-27%	-27%	4%[2.33 µM]	31%	6%	COc1ccc(NS(=O)(=O)c2cc(NC(=O)CCNC(C)=O)ccc2N2CCCCC2)cc1
3	-1%	79%[activator]	-10%	-2%	-16%	-20%	2%	-5%	-1%	CCSc1nnc(NC(=O)[C@@H](NC(=O)c2cc(OC)cc(OC)c2)C(C)C)s1
4	·	·	·	2%&113%	·	·	22%[59 µM]	-3%	8%&0%[60.1 µM]	CCOc1cc(NC(C)=O)ccc1C(=O)OC
5	-3%	88%[activator]	-6%	2%	-1%[57.1 µM]	2%	10%	-2%	-2%	CC(=O)c1cn(Cc2ccccc2)c(=O)[nH]c1=O
6	-24%	14%	-12%	-9%	-18%	?	-44%	4%	5%	Cc1ccc(SCCC(=O)NCCSCc2ccco2)cc1
7	2%	24%	-10%	1%	-14%	-24%	-8%	5%	7%	COc1ccc2c(c1)CC/C2=N\OC(=O)c1ccccc1OC
8	-29%	7%	-11%	-5%	-8%	4%	33%[59 µM]	2%	-14%	Cc1cccc(-c2noc(CN(C(=O)C34CC5CC(CC(C5)C3)C4)C(C)C)n2)c1
9	·	?	-12%	·	79µM*	·	·	38%	19%	C#CCOCCOCCOCCNc1nc(N2CCN(C(=O)C([C@@H](C)O)n3cc([C@@H](N)CCCCN)nn3)CC2)nc(N2CCN(C(=O)[C@H](CCCCN)n3cc(CN)nn3)CC2)n1 (stereo not given in full)
10	·	-16%	-5%	·	-3%	6%	-34%	-11%	6%	CCc1noc(C)c1C(=O)N1CCCSC1=Nc1ccccc1Cl
11	·	·	·	-2%	·	·	3%[0.501 µM]	-2%	2%[60.1 µM]	CS(=O)(=O)Nc1cccc(-c2cc(NCc3ccccc3)ncn2)c1
12	-22%	76%[activator]	-13%	1%	-4%	2%	5%	3%	-16%	Cc1ccc(OCC(=O)O/N=C(\N)c2cccnc2)cc1
13	-1%	16%	-12%	-1%	5%	-3%	2%	-2%	3%	CC(C)(C)C(=O)Nc1ccccc1C(=O)NCc1cccnc1
14	-24%	-8%	-11%	-7%	-22%	-10%	7%[59 µM]	·	-13%[60.1 µM]	O=C(Cc1ccccc1)N(Cc1cccnc1)c1nc2c(F)cc(F)cc2s1
15	4%	4%	5%	-2%	-13%	0%	15%[12.7 µM]	-1%	2%	O=C(CSc1nc2ccccc2o1)N1CCN(c2ccc(Cl)cc2)CC1
16	-2%	-10%	-17%	-11%	-31%[11.4 µM]	6%	9%[59 µM]	-10%	-7%	COC(=O)c1ccc(CN(c2ccc(C)cc2)S(=O)(=O)c2ccc3c(c2)OCCO3)o1
17	-10%	16%	-26%	-1%	-11%	-6%	-38%[59 µM]	3%	-16%	CCCN1C=CC(=C2C(=O)c3ccccc3C2=O)C=C1
18	?	-5%	-5%	-22%	-16%	-25%	30%[59 µM]	·	-3%[60.1 µM]	CCOc1ccc(C(=O)Nc2ccc(C(=O)OCc3cc(=O)n4nc(CC)sc4n3)cc2)cc1
19	32%	23%	9%	-2%	-5%	4%	22%[59 µM]	-2%	3%	O=C(NCCNS(=O)(=O)c1ccccc1)N1CCOCC1
20	-8%	23%	-16%	-4%	-23%	·	-3%[59 µM]	·	-7%	Cc1ccc(Cl)cc1N1CCN(C(=O)c2cc3c(=O)n(C)c4ccccc4c3s2)CC1
21	1%	?	2%	-13%	-5%	-3%	-8%	-2%	-7%	CCCCn1c(=NC(=O)c2ccco2)c(C(=O)OCC)cc2c(=O)n3ccccc3nc21
22	?	?	-14%	-3%	-5%	-16%	40µM*	8%	-43%	O=C(CSc1ccc(-c2ccco2)nn1)Nc1ccccc1F
23	3%	16%	-9%	1%	-8%	-15%	16%	4%	15%	COc1ccc(OCC(=O)N2N=C(C)CC2(O)C(F)(F)F)cc1 (stereo not given)
24	1%	158%[activator]	-7%	-7%	-22%	-35%	-12%[59 µM]	2%	-11%	COC(=O)c1sccc1NC(=S)N1CCN(c2ccccc2)CC1
25	8%	?	-16%	1%	20µM*	7.9µM*	10µM*	10%	-9%	CN(O)/C=c1/ccc2c(n1)C(=O)C=CC=2
26	?	45%[activator]	-19%	-10%	-18%	3%	23%	5%	-3%	COc1cc(/C=N/NC(=O)Cc2nnc(NC(=O)c3ccccc3)s2)ccc1O
27	36%	2%	-5%	-7%	-14%[11.4 µM]	1%	21%[59 µM]	?	-11%	Cc1cccc(-n2ncc3c(NCCN4CCOCC4)ncnc32)c1
28	9%	32%[activator]	-24%	-1%	-8%	-22%	-7%	9%	-11%	Cc1noc2ncnc(Oc3ccccc3Cl)c12
29	28%	-5%[58.9 µM]	1%	0%	-5%	-4%	18%[59 µM]	1%	-12%	Cc1cccc(-n2c(SCC(=O)N3CCCC3)nc3n[nH]c(C)c3c2=N)c1
30	24%	14%	1%	0%	-23%	?	-15%[59 µM]	2%	-11%	C/C(=N/NS(=O)(=O)c1ccc(Br)cc1)c1ccc(C)o1
31	98%	4%	-14%	0%	-16%	-4%	?	4%	-5%	O=C(CSc1cc([N+](=O)[O-])cc(S(=O)(=O)Cc2ccccc2)c1)NC1CC1
32	3%	63%[activator]	-3%	-3%	-20%	-25%	7%[59 µM]	1%	-7%	S=C(Nc1ccccc1Cl)N(Cc1ccccc1)Cc1cccnc1
33	2%	2%	6%	-5%	-4%	0%	4%	25%	-10%	O=C(CSc1nnc(NC(=O)c2c(F)cccc2F)s1)NC1CCCC1
34	-17%	-9%	·	-4%	-14%	2%	-3%[59 µM]	·	-4%	CCc1ccc(OCC(=O)Nc2ccc(Cl)c(-c3nc4ncccc4o3)c2)cc1
35	7%	5%	2%	-6%	-4%	5%	?	12%	-10%	FC(F)Sc1ccc(NC(=S)NC2CCC(NC(=S)Nc3ccc(SC(F)F)cc3)CC2)cc1 (stereo not given)
36	·	29%	-3%	·	-14%	·	·	·	-5%	O=C(O)CSc1cccnc1Sc1ccc(Cl)cc1
37	10%	25%	-9%	1%	8%	1%	9%[59 µM]	·	0%	CCCC(=O)Nc1ccc2nc(SCC(=O)N3CCOCC3)sc2c1
38	3%	12%	-7%	7%	-6%	14%	5%[59 µM]	·	4%[60.1 µM]	CCN1CCN(C(c2ccc(F)cc2)c2sc3nc(-c4ccco4)nn3c2O)CC1 (stereo not given)
39	17%	40%[activator]	-18%	-16%	-30%	-36%	?	-7%	-2%[60.1 µM]	O=C(NC(=S)Nc1ccc(CN2CCOCC2)cc1)c1ccc([N+](=O)[O-])cc1
40	·	?	?	·	?	·	·	20%	-3%	C=CC(=O)Nc1ccc(Nc2nc(NC3CCC(N(C)C)CC3)nc3c2ncn3C(C)C)cc1 (stereo not given)

Two of the compounds above, bar-delimited.
entry | mol | Pol beta inh | POLI inh | Pol eta inh | BLM helicase inh | JMJD2A Tudor | BAZ2B block | G9a block | APEX1 inh | Pol kappa inh
21 | CCCCn1c(=NC(=O)c2ccco2)c(C(=O)OCC)cc2c(=O)n3ccccc3nc21 | 1% | ? | 2% | -13% | -5% | -3% | -8% | -2% | -7%
22 | O=C(CSc1ccc(-c2ccco2)nn1)Nc1ccccc1F | ? | ? | -14% | -3% | -5% | -16% | 40µM* | 8% | -43%

(next part)
entry	Pol beta inh	POLI inh	Pol eta inh	BLM helicase inh	JMJD2A Tudor	BAZ2B block	G9a block	APEX1 inh	Pol kappa inh	SMILES
41	16%	56%[activator]	-13%	-6%	-1%	8%	16%	8%	-20%	COc1ccccc1CNC(=O)c1csc2c1CCCC2
42	20%	-10%	-9%	1%	-11%	3%	11%[59 µM]	2%	3%	COC(=O)/C(C#N)=C1/C=Cc2ccccc2N1C
43	29%	56%[activator]	-12%	-11%	13%	3%	4%[59 µM]	·	2%	Cc1nn(-c2ccccc2)c2sc(C(=O)Nc3ccc(Br)cc3)cc12
44	-27%	15%	-12%	-18%	-23%	1%	-2%[59 µM]	12%[12.4 µM]	-17%	CC(=O)c1ccc(S(=O)(=O)N(C)CCCC(=O)N(C)Cc2ccccc2F)cc1
45	4%&-21%	-5%&40%	7%&-24%	5%&0%	-14%&-4%	-5%&-11%	-4%[59 µM]	-19%	-8%&-6%	O=C(NCCc1ccccc1)c1ccc(CS(=O)Cc2ccc(Cl)cc2)o1 (stereo not given)
46	13%	18%	5%	-2%	-17%	9%	26%[59 µM]	14%	-3%	O=C(c1cc2n(n1)C(C(F)(F)F)CC(c1ccco1)N2)N1CCN(c2ccccn2)CC1 (stereo not given)
47	30%	12%	?	-14%	-26%	-37%	?	3%	2%	COc1ccc(C(=O)NC(=S)Nc2ccc(NC(=O)c3ccco3)cc2)cc1[N+](=O)[O-]
48	-11%	-6%	-5%	2%	0%	0%	?	-2%	-8%	O=C(Nc1ccc(C(=O)N2CCCC2)cc1)c1ccccc1F
49	39%	98%[activator]	-12%	0%	6%	-25%	0%	45%	-10%	COc1ccc(Cn2c(=S)[nH]c3cc(C(=O)N4CCN(c5ccccc5)CC4)ccc3c2=O)cc1
50	20%	-6%	-15%	2%	3%	1%	8%	-2%	-3%	CSc1nnc(-c2sccc2OCc2ccc(C)cc2)n1C

Some of the entries so far, as tab-separated lines:
#	canonical_smiles	Pol beta inh	POLI inh	Pol eta inh	BLM helicase inh	JMJD2A Tudor	BAZ2B block	G9a block	APEX1 inh	Pol kappa inh
28	Cc1noc2ncnc(Oc3ccccc3Cl)c12	9%	32%[activator]	-24%	-1%	-8%	-22%	-7%	9%	-11%
29	Cc1cccc(-n2c(SCC(=O)N3CCCC3)nc3n[nH]c(C)c3c2=N)c1	28%	-5%[58.9 µM]	1%	0%	-5%	-4%	18%[59 µM]	1%	-12%

Screening data from PubChem.
